M1 antag = human M1 muscarinic receptor antagonists, primary screen, CHO-K1 cells, Fluo-8 calcium fluorescence, 1536-well; CHO-K1 hM1, ACh EC80 antagonist; inhibition, % at 3 µM; actives 1.3% (n = 360,000); AID 588852, 2011;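 active = percent inhibition above its own plate's cutoff, namely the mean of that plate's compound wells plus 3 SD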;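 note: peak over basal fluorescence ratio during 140 s after agonist addition; 0% = ACh EC80 plus DMSO and 100% = DMSO alone without agonist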
Target sequence (P11229 whole entry, looked up): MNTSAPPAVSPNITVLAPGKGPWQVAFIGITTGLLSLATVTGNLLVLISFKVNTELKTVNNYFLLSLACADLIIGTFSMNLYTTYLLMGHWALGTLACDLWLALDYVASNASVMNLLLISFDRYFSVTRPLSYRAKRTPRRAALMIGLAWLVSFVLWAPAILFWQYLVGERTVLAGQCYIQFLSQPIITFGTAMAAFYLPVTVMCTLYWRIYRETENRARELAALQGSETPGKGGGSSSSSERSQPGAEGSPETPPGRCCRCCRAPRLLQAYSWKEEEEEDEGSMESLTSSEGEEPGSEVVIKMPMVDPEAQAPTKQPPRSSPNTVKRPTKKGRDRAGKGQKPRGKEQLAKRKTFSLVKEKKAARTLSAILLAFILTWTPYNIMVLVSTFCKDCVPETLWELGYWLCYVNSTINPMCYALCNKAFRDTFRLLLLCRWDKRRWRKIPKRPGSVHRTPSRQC
M4 ag = human M4 muscarinic receptor agonists, primary screen, CHO-K1 cells, Fluo-8 calcium fluorescence; Muscarinic acetylcholine receptor M4 (Homo sapiens), P08173; CHO-K1 hM4/Gqi5; vehicle 0%, full acetylcholine response 100%; activation, % at 3 µM; actives 0.14% (n = 360,000); AID 624127, 2012;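 active = activation above the run mean over all test wells plus 3 SD, cut at about 32% in these data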;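 note: peak over basal fluorescence ratio per well then scaled between controls; 0% = DMSO wells and 100% = acetylcholine at EC100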
Target sequence (P08173 whole entry, looked up): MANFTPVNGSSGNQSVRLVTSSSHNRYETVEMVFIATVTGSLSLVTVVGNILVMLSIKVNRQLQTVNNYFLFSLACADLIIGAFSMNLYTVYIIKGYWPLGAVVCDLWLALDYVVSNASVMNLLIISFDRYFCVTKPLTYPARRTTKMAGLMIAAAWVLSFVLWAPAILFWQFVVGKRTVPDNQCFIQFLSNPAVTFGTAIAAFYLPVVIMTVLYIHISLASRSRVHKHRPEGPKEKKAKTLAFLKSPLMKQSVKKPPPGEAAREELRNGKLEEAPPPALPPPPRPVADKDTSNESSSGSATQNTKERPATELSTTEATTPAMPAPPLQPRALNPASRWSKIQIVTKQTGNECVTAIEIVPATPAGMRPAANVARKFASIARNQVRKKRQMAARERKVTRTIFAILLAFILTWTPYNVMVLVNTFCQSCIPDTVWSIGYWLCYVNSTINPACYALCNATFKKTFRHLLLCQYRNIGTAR
CHRM1 agonist = human M1 muscarinic receptor agonists, primary screen, Fluo-8 calcium fluorescence, CHO-K1 cells, HTS. Muscarinic acetylcholine receptor M1 (Homo sapiens), P11229. activation, % at 3 µM. AID 588814, 2011. CHO-K1 hM1, agonist mode; 0% DMSO, 100% acetylcholine EC100. actives 0.33% (n = 360,000);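 active = activation above the run's mean compound activation plus 3 SD, cut at about 16% in these data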;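 note: peak over basal fluorescence ratio within a 140 s kinetic read after compound addition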
CHO parental Ca = ATP-evoked calcium signal inhibitors, parental CHO, primary screen, counter-screen for OX1R antagonist project, cell-based, fluorescence, Fluo-8 calcium dye; parental CHO-K1, ATP-induced calcium, Fluo-8 fluorescence; inhibition, % at 5.6 µM; actives 0.63% (n = 330,000); AID 463079, 2010;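 active = inhibition above that plate's mean sample inhibition plus 3 SD, cut at about 26% in these data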;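 note: 0% = ATP-challenged DMSO wells and 100% = DMSO wells without ATP; some compounds past the cut are filed as inactive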
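test system = CHO parental line | reagent = ATP stimulus | measured by = intracellular calcium via Fluo-8 no-wash fluorescent dye | control set = ATP and no-ATP DMSO wells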
CHRM4 antagonist = human M4 muscarinic receptor antagonists, primary screen, CHO cells, Fluo-8 calcium fluorescence; CHO-hM4 cells, ACh EC80; inhibition, % at 3 µM; actives 0.73% (n = 360,000); AID 624125, 2012;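 active = inhibition above its plate's cutoff, the mean inhibition of sample wells plus 3 SD, cut at about 27% in these data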;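 note: 0% = acetylcholine EC80 with DMSO and 100% = DMSO without agonist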
M1 PAM = human M1 muscarinic receptor positive allosteric modulators, primary screen, CHO-K1 cells, Fluo-8 calcium fluorescence, 1536-well; CHO-K1 hM1, ACh EC20; 0% = ACh EC20, 100% = maximal ACh; Muscarinic acetylcholine receptor M1 (Homo sapiens), P11229; actives 0.088% (n = 360,000); activation, % at 3 µM; in the data active = activation above about 19%, passing the limit was not always enough
CHO-K1 Ca antag = nonselective inhibitor or artifact in parental CHO-K1 cells | ATP-induced calcium, Fluo-8 fluorescence | inhibition, % at 3 µM | actives 0.6% (n = 360,000) | AID 602250;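 active = inhibition above a per-plate cutoff, the plate's mean sample inhibition plus 3 SD, cut at about 24% in these data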;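 note: 0% = DMSO plus EC80 ATP and 100% = DMSO alone without ATP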
OXTR potentiate = human OXTR potentiators, primary screen, fluorescence, CHO-OTR cells, Fluo-8 calcium; actives 0.061% (n = 320,000); Oxytocin receptor (Homo sapiens), P30559; Fluo-8 calcium fluorescence, potentiator mode; 0% = oxytocin EC15, 100% = EC100; activation, % at 3 µM;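 active = activation above that plate's cutoff, the mean activation of tested compounds plus 3 SD, cut at about 6.6% in these data, passing the limit was not always enough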;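 note: 100% uses oxytocin at 75 nM as the full agonist control; some results filed as inactive read as strong as hits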
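assay system = CHO-OTR cells, human receptor | schedule = compound 6 min at room temperature before oxytocin, 100 s read | detection = Fluo-8 intracellular calcium fluorescence, ex 470-495, em 515-575 nm | evaluation = normalized max/min fluorescence ratio, % activation | control set = EC15 oxytocin alone as 0%, 75 nM oxytocin (EC100) as 100%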
CHO-K1 Ca ag = counter-screen for M1 agonists: effect in parental CHO-K1 cells; activation, % at 3 µM; Fluo-8 calcium fluorescence; scaled to maximal ATP response, vehicle zero; actives 0.48% (n = 360,000); in the data active = activation above about 15%;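 note: untransfected CHO-K1 host cells lacking M1 receptor as counterscreen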
* marks the source's active call; other numbers are inactive results; nt = no result given.

Below each compound: M1 antag	M4 ag	CHRM1 agonist	CHO parental Ca	CHRM4 antagonist	M1 PAM	CHO-K1 Ca antag	OXTR potentiate	CHO-K1 Ca ag
[1] Cc1ccc(Sc2ncccc2COC(=O)Nc2c(C)cccc2C)cc1
    -18	-1	3	1	-4	7	12	-16	-0.2
[2] CCCCNC(=O)c1onc(CSc2ccccc2)c1C(=O)NCCCC
    -14	-1	-4	-19	-2	2	-28	-3	0.1
[3] CCCC(=O)N1CCC1(C)C(=O)NS(=O)(=O)c1cc(C)ccc1F (stereo not given)
    -27	1	1	nt	-15	21	-2	nt	0.8
[4] O=C(CN(Cc1ccccc1Cl)C(=O)CCC(=O)Nc1nccs1)NCC1CCCO1 (stereo not given)
    -11	-1	-7	-10	7	2	-16	-9	0.2
[5] Cc1ccc2oc(C(=O)N3CCCCCC3)c(C)c2c1
    -13	-1	-1	-12	10	5	-7	-1	-0.2
[6] CC(C)(C)C(=O)NCc1ccc(C(=O)CSc2nnc3n2CCCCC3)s1
    -5	0	-7	nt	10	-4	9	nt	-0.2
[7] CCOc1ccc(N2CC(O)Cn3c2nc2c3c(=O)n(CCCc3ccccc3)c(=O)n2C)cc1 (stereo not given)
    -11	4	-5	-36	-5	9	-3	-4	2.1
[8] c1cc(-c2sc(-c3ccncc3)c(-c3ccncc3)c2-c2ccncc2)ccn1
    -14	-2	7	-13	5	3	-15	-3	0.0
[9] c1ccc(-c2nnc(-c3ccccn3)s2)nc1
    -1	1	-2	12	-6	1	-12	-9	0.9
[10] Cc1ccc(C)c(S(=O)(=O)N2CCN(C(=O)Cn3cnc4c3c(=O)n(C)c(=O)n4C)CC2)c1
    -26	5	-6	-15	-7	20	-9	-3	2.2

Whole records, looked up by structure. Screens in order: M1 antag | M4 ag | CHRM1 agonist | CHO parental Ca | CHRM4 antagonist | M1 PAM | CHO-K1 Ca antag | OXTR potentiate | CHO-K1 Ca ag
CCOc1ccc(N2CC(O)Cn3c2nc2c3c(=O)n(CCCc3ccccc3)c(=O)n2C)cc1 (stereo not given) as listed: -11 | 4 | -5 | -36 | -5 | 9 | -3 | -4 | 2.1
c1cc(-c2sc(-c3ccncc3)c(-c3ccncc3)c2-c2ccncc2)ccn1 as listed: -14 | -2 | 7 | -13 | 5 | 3 | -15 | -3 | 0.0

(further entries)
Below each compound: M1 antag	M4 ag	CHRM1 agonist	CHO parental Ca	CHRM4 antagonist	M1 PAM	CHO-K1 Ca antag	OXTR potentiate	CHO-K1 Ca ag
[11] O=C(Nc1ccccc1Br)c1ccccc1-c1ccccc1
    0	-1	-8	-19	3	-7	12	7	-0.6
[12] O=C1[C@H]2[C@@H](c3ccccc3)N[C@]3(CCCN(Cc4ccc(C(F)(F)F)cc4)C3=O)[C@H]2C(=O)N1Cc1ccccc1
    16	17	-5	nt	-3	-12	16	nt	10
[13] O=C(Cn1nnc(-c2ccccc2)n1)NC1CCS(=O)(=O)C1 (stereo not given)
    -8	0	-2	-14	-4	6	-10	0	0.8
[14] [O-]/[N+](=C\c1ccco1)c1ccc(Cl)cc1
    -13	1	-1	6	-12	7	-16	-12	0.2
[15] CC(=O)N1c2ccc(S(=O)(=O)N3CCC(C(=O)N4CCC(C)CC4)CC3)cc2CC1C (stereo not given)
    -9	2	-4	-14	0	4	-17	-2	1.5
[16] CCOC(=O)C1CCN(C(=O)COC(=O)CNC(=O)c2ccc(OC)cc2)CC1
    5	0	3	-8	12	-5	-17	0	-0.5
[17] Cc1ccc(OCc2nnc(NC(=O)c3ccco3)s2)c(C)c1
    -18	1	-1	-5	-5	4	-19	-5	1.1
[18] CC(C)n1cc(C(=O)N2CCCC(N3CCN(c4ccc(F)cc4)CC3)C2)cn1 (stereo not given)
    -8	1	-6	-20	5	6	3	-7	0.7
[19] CC(=O)c1ccc(OCC(C)Oc2ccc(C#N)cc2)cc1 (stereo not given)
    -12	3	-5	8	11	5	-3	-4	2.3
[20] COc1ccc(CC(=O)NNC(=O)CCc2ccccc2)cc1OC
    -8	1	-2	-6	0	6	-10	-1	1.1
[21] O=C(Nc1ccccc1Cl)/C(Cl)=C(\Cl)S(=O)c1ccccc1 (stereo not given)
    -7	0	-7	-4	26	12	6	6	0.5
[22] CC1CCCCC1NC(=O)CSc1nnc(COc2ccccc2Cl)o1 (stereo not given)
    -16	2	-5	-16	-1	7	-22	-6	1.2
[23] COc1ccccc1-n1c(SCC(=O)Nc2ccccc2C)nc(O)cc1=O
    -6	0	-4	-7	-4	4	-13	-6	0.7
[24] CCOc1ccc(C(=O)Nn2cnnc2)cc1OCC
    -1	0	-3	3	6	2	-19	-6	1.2
[25] CC(C)C(c1nnnn1C1CCCC1)N1CCCCC1 (stereo not given)
    -13	-1	-6	6	-7	3	-5	2	-0.1
[26] CC1CCCN(CCCOc2ccccc2-c2ccccc2)C1 (stereo not given)
    13	9	-7	nt	0	-14	-8	nt	3.4
[27] CCN(CC)S(=O)(=O)c1ccc(Br)c(OC)c1
    -10	-1	-5	-3	-8	11	8	3	-0.3
[28] C/C(=N\NS(=O)(=O)c1ccc([N+](=O)[O-])cc1)c1ccc(NC(=O)c2ccco2)cc1
    1	3	-1	-3	-6	7	-18	-5	-0.1
[29] Cc1cnc(NC(=O)C2CCCO2)s1 (stereo not given)
    9	0	-10	2	4	3	18	2	-0.5
[30] CCn1c(SCC(=O)Nc2ccccc2C)nc2nc3c(cc2c1=O)COC(C)(C)C3
    -5	4	-4	-16	0	2	-1	8	1.8
[31] CCOc1ccc(NC(=O)NC2CCCc3ccccc32)cc1 (stereo not given)
    3	1	-1	-6	-2	0	-3	-4	0.1
[32] O=C(CSc1n[nH]c(-c2ccccn2)n1)Nc1ccc(Cl)cc1
    -9	3	-6	-10	-19	6	-20	5	0.4
[33] CS(=O)(=O)Nc1ccc(C(=O)CSc2nnc(C3CC3)n2C2CC2)cc1
    2	1	-3	nt	4	3	6	nt	5.3
[34] COc1ccc(C(CNC(=O)Cc2ccccc2Cl)N2CCCCC2)cc1 (stereo not given)
    38*	2	-10	-12	2	-28	-10	0	1.1
[35] Sc1nnc(-c2ccc(Cl)cc2)n1Cc1ccccc1
    -2	0	-9	-12	-5	-2	-8	-1	0.1
[36] O=C(O)C(F)=C1c2ccccc2-c2ccccc21
    -18	0	0	5	7	18	4	-5	0.6
[37] COc1cc(C(=O)N2CCC(O)(c3ccccc3)CC2)cc(OC)c1OC
    -7	2	-3	-19	2	9	-3	-16	0.5
[38] CC(C)Cn1c(N)c(C(=O)COC(=O)c2c(O)c(Cl)cc(Cl)c2Cl)c(=O)n(C)c1=O
    -21	1	4	-20	-1	28*	-7	-4	-0.1
[39] Cc1cccc(N(CC(=O)NC(C)(C)C)C(=O)CNC(=O)c2cccs2)c1
    -4	2	-8	-5	0	11	-4	-5	0.4
[40] COc1ccccc1OCC(=O)Nc1cc2c(cc1C(=O)O)OCCCO2
    -2	1	-3	8	-8	8	-7	4	0.4
[41] O=C(Cn1nnc(-c2ccccc2)n1)NNC(=O)c1ccco1
    5	2	-4	11	0	-1	-5	-1	0.8
[42] CC(C)(O)C#Cc1ccccc1C(=O)NC(CC(N)=O)C(=O)O (stereo not given)
    -6	0	-2	2	-2	5	-6	-9	0.0
[43] COc1ccc(/C=C(\NC(=O)c2ccc(OC)cc2)C(=O)NC(CCSC)C(=O)O)cc1 (stereo not given)
    7	0	-3	-6	-10	0	-5	-13	0.0
[44] Cc1c(Br)cc(C(=O)N2CCCCCC2)c(C)c1C
    -10	1	-3	-20	-9	5	-22	6	0.5
[45] O=C1O/C(=C/C(=O)N2CCOCC2)c2ccccc21
    7	0	0	6	4	4	10	-12	-0.5
[46] NC(=O)C1CCN(C(=O)c2cccc3ccccc23)CC1
    -4	2	-3	-5	3	2	-13	-4	-0.3
[47] C/C=C/c1ccc(OCCCNCC(C)O)c(OC)c1 (stereo not given)
    6	1	-5	-20	3	-3	1	-7	0.0
[48] CCN(CC)Cc1ccc(NC(=O)c2sc3cc(Cl)ccc3c2Cl)cc1
    17	3	-6	3	-5	-12	-7	-1	2.3
[49] Cc1ccc2c(c1)[C@@H]1[C@H](CO2)[C@H](c2ccccc2)[C@@]2(C)C(=O)N[C@H](C)C(=O)N12
    -14	0	-2	-8	-10	10	-10	-2	0.5
[50] CCC1(CC)Cc2ccccc2-c2nc(NCCO)[nH]c(=O)c21
    -10	3	4	-18	-9	7	-26	0	1.1
[51] Nc1ccc(C(=O)NNC(=O)C2COc3ccccc3O2)cc1[N+](=O)[O-] (stereo not given)
    2	16	1	-5	0	-4	-4	-9	4.3
[52] C=CCNc1nc(NCCNC(C)=O)c2sc(-c3ccccc3)cc2n1
    -1	7	-6	nt	-6	-7	-5	nt	1.4
[53] Cc1cccc(NC(=O)COC(=O)c2ccc3nc(C)c(C)nc3c2)c1
    -5	6	-7	-13	-16	9	-8	-8	1.5
[54] Cc1nc(S(=O)(=O)N2CCN(C3c4ccccc4-c4ccccc43)CC2)cn1C
    -13	6	-1	-15	-12	9	-18	-6	2.9
[55] O=C1CC(C(=O)O)S/C(=N\NC(=O)c2ccccc2)N1 (stereo not given)
    14	0	-3	-7	1	-4	-3	0	7.9
[56] Nc1nonc1-c1nc2ccccc2n1Cc1ccc(F)cc1Cl
    -23	0	-3	-13	0	0	-2	4	0.3
[57] COc1cccc(-c2cc(C(=O)NCCc3ccccc3)no2)c1
    -11	2	-2	-8	-6	6	-17	-1	0.8

Single entries from the entries so far.
O=C1CC(C(=O)O)S/C(=N\NC(=O)c2ccccc2)N1 (stereo not given) @ M1 PAM: -4
C=CCNc1nc(NCCNC(C)=O)c2sc(-c3ccccc3)cc2n1 @ CHRM1 agonist: -6

Compounds as they come; about 2.9% have a hit in one of these screens.
